Compound activity as filed in PubChem BioAssay.
DT40 TDP1 CPT = DT40-hTDP1 cell growth loss with CPT; Potency, µM (titrated, usually from 46.2 µM), for the others: at the highest dose activity change, negative = growth inhibition, usual class: inhibitors; chicken DT40 Tdp1-/-;hTDP1 cells + 20 nM CPT, ATP luminescence, 48 h; 12% of 420,000 active; further: nearly all actives have a fitted effect of over 55% in size
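Cell growth measured by CellTiter-Glo luminescence after a minimum 48 h, 37 C compound exposure with 20 nM CPT in Tdp1-knockout DT40 cells stably expressing hTDP1, seeded 400/well; qHTS titration format.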
FEN1 inhibitor = inhibitors of human flap endonuclease 1. P39748. Recombinant FEN1 flap cleavage, fluorescence, 15 min. Potency, µM (series often up to 114 µM), inactives show top-dose activity change, negative = inhibition, usual class: inhibitors. 0.35% of 390,000 active; further: nearly all actives have a fitted effect of over 65% in size
Target sequence (P39748 whole entry, looked up): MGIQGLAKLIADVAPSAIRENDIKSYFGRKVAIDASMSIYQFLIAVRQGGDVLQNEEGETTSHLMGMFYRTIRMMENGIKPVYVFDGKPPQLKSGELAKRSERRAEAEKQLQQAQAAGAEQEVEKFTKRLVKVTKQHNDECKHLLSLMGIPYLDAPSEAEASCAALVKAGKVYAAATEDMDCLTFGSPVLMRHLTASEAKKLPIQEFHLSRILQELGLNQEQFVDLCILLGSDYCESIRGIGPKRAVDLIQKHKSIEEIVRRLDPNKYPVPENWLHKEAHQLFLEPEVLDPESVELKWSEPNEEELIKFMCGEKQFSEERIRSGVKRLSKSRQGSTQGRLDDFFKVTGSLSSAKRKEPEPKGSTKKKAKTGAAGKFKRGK
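Quantitative HTS format: each compound was titrated, incubated with 10 nM nuclease for 15 min at room temperature, then challenged with flap substrate at 50 nM final. Signal change over 15 min gave concentration–effect curves.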
N370S GC = inhibitors or activators of N370S glucocerebrosidase for Gaucher disease; N370S GC spleen homogenate, 4MU-glucoside fluorescence; Potency, µM (titrated, usually from 59.4 µM), for the others: at the top dose activity change, negative = inhibition, usual class: inhibitors; 0.092% of 330,000 active; AID 2101;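 further: 0% = full enzyme activity and -100% = no enzyme basal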
Numbers without * were called inactive; u = inconclusive; x = no result given. The call rests on the fitted dose curve; in most records, active means well fitted curve in the direction sought with a large enough effect; inconclusive means small, poorly fitted or top-dose-only effect, or another doubt; inactive means no such curve, though single readings can be large; an effect the other way counts as inactive or inconclusive. Unless noted, on the % scale 0 is the no-effect control and ±100 the full control effect; potency means the concentration at half of the fitted maximal effect. Not all compounds are listed. The share of hits here may be higher or lower than overall.

SMILES	DT40 TDP1 CPT	FEN1 inhibitor	N370S GC
Cc1ccc(S(=O)(=O)NCCOc2cc(C)ccc2C)cc1	u	-7%	-1%
Cn1nc(-c2ccccc2)c(-c2nc(-c3ccc(Cl)cc3)no2)c1Cl	u	17%	8%
CC(C)OP(=O)(OC(C)C)C(Nc1ccccc1)c1cccc([N+](=O)[O-])c1 (stereo unspecified)	1%	-8%	-1%
Cc1nc2ccccc2c(=O)n1NC(=O)Nc1ccccc1	2%	-1%	-8%
O=C(NCc1ccco1)c1ccc2c(=O)n(CC3CCCO3)c(=S)[nH]c2c1 (stereo unspecified)	-27%	2%	7%
COc1ccc(C(=O)CN2C3=NCCCN3c3ccccc32)cc1OC	21µM*	2%	3%
COc1cc(Br)cc2cc(S(=O)(=O)c3ccccc3)c(=O)oc12	-17%	1%	x
CCOc1cc(C)c(Cl)cc1S(=O)(=O)N(CC)CC	-19%	-3%	7%
Cc1ccc(C(=O)NCc2cccnc2)cc1S(=O)(=O)Nc1ccccc1	-1%	-8%	-7%
Cc1cc(/C=C/c2ccnc3ccccc23)ccc1N	8.9µM*	-13%	x
CCCCn1c(Oc2cccc(C(=O)OC)c2)nc2c1c(=O)n(C)c(=O)n2C	-15%	7%	x
O=C(Nc1nc2ccccc2[nH]1)c1ccccc1[N+](=O)[O-]	4%	3%	-17%
CCOC(=O)N1CCN(C(=O)COC(=O)c2ccc(O)cc2O)CC1	-9%	21%	2%
Cc1cc(C(=O)Nc2ccc3c(c2)OCCO3)ccc1[N+](=O)[O-]	-14%	20%	1%
CCC(C)n1c(SCc2ccc(C(C)(C)C)cc2)nc2ccsc2c1=O (stereo unspecified)	13µM*	2%	x
CC(N=c1ccccn1C(=O)Nc1ccc(Cl)cc1)c1ccco1 (stereo unspecified)	u	-17%	4%
CC(=O)c1ccc(N2CCN(S(=O)(=O)c3csc(C(N)=O)c3)CC2)cc1	-2%	-2%	-13%
CCN(CC)C(=O)C(=O)c1cn(CC(=O)NCc2ccc3c(c2)OCO3)c2ccccc12	u	0%	-3%
COc1ccc(NC(=O)Cn2ccc3c(OC)cccc3c2=O)cc1	5%	13%	3%
Cc1ccccc1CSc1nnc(C)n1N	3%	-1%	3%
COc1cccc(C=NNc2nnc(NN=Cc3cccc(OC)c3OC)c3ccccc23)c1OC	23µM*	-23%	x
COCCn1c(=O)c(-c2ccc(F)cc2)nc2cnc(N(C)C)nc21	-13%	x	27%
COC(=O)[C@@H]1CCCN1Cc1nc(Cc2ccccc2F)no1	5%	14%	14%
N#CCCN1CCN(S(=O)(=O)c2ccc(S(=O)(=O)N3CCOCC3)cc2)CC1	11%	-13%	x
CCN1CCN(Cc2ccc(NC(=O)Nc3ccc(SC)cc3)cc2)CC1	-10%	-12%	-2%
The list goes on:
SMILES	DT40 TDP1 CPT	FEN1 inhibitor	N370S GC
Cc1cc(Cl)ccc1OCCCC(=O)NNC(=O)c1ccncc1	-5%	14%	x
C=CCOc1c(Br)cc(C2C3=C(CCCC3=O)N(C)C3=C2C(=O)CCC3)cc1OCC	16%	-6%	16%
CCSc1ncc(C#N)c(N)n1	3%	5%	x
O=[N+]([O-])c1ccc(S(=O)(=O)Nc2ccc(-c3ccc(N4CCCC4)nn3)cc2)cc1	-23%	-4%	-2%
CS(=O)(=O)N1CCCC(C(=O)N2CCOCC2)C1 (stereo unspecified)	-11%	-7%	13%
CC1CCCN(C(=O)CCNS(=O)(=O)c2ccc(Br)cc2)C1 (stereo unspecified)	-24%	5%	-14%
COc1ccc2nc(N/C(N)=N/S(C)(=O)=O)nc(C)c2c1	-6%	8%	12%
Cc1cccc(-n2cnc3cc([N+](=O)[O-])ccc32)c1	u	10%	14%
COc1cccc(CNc2nc3nc(C)c(Cl)c(=O)n3[nH]2)c1	-1%	-3%	-18%
COCCCN1C(=O)N(c2ccccc2)C(=O)C1CC(=O)Nc1ccccc1 (stereo unspecified)	9%	-6%	-7%
COC(C(=O)N/N=C(\C)c1ccc(C)cc1)c1ccccc1 (stereo unspecified)	-22%	-12%	-6%
COc1ccc(/C=C/C(=O)Oc2cccc(/C=N/NC(=O)Cc3ccc(Br)cc3)c2)cc1	u	-7%	0%
COc1ccc(-c2cc(=O)oc3c4c(ccc23)OCN(Cc2cccc(OC)c2)C4)cc1	10µM*	-17%	x
Cc1cccc(/N=C/c2c(O)ccc3oc4c(c23)CCCC4)n1	u	5%	14%
Cc1cc(Br)ccc1OCC(=O)NNC(=O)c1ccc(NC(=O)C2CC2)cc1	u	-4%	-1%
CC1(N=Cc2cc(Cl)ccc2O)COP(=O)(NC2CCCC2)OC1 (stereo unspecified)	-19%	2%	x
COC(=O)c1ccc(CSc2nc3c(c(=O)n2-c2ccc(F)cc2)SCC3)o1	-24%	1%	3%
NS(=O)(=O)c1ccc(CCNC(=O)Cc2c[nH]c3ccccc23)cc1	1%	10%	-11%
Cc1cc(C)cc(NC(=O)C(OC(=O)c2ccc(O)cc2)c2ccccc2)c1 (stereo unspecified)	-20%	-23%	x
O=C(CC1CCCC1)Nc1cc(S(=O)(=O)N2CCOCC2)ccc1O	8.2µM*	20%	x
N#Cc1cccc(-c2cncnc2NCc2cccs2)c1	-6%	x	2%
O=C(NNC(=O)c1cc(-c2ccccc2)nn1-c1ccccc1)c1ccccc1	-11%	3%	3%
CSc1nc2nc3c(cn2n1)C(=O)CC(c1ccccc1)C3 (stereo unspecified)	5%	-17%	-4%
O=C(Nc1cccc(C(=O)N2CCCC2)c1)c1ccccc1Cl	0%	-6%	-9%
O=C(COc1ccc2c3c(c(=O)oc2c1)CCCC3)NCCCN1CCOCC1	-8%	-3%	-10%
Continued:
SMILES	DT40 TDP1 CPT	FEN1 inhibitor	N370S GC
CCC(C)N(C)C1CCN(C(=S)Nc2cccc(OC)c2)CC1 (stereo unspecified)	15%	-4%	3%
CC1(C2CC2)NC(=O)N(CC(=O)Nc2ccccc2C#N)C1=O (stereo unspecified)	5%	18%	-4%
CC(=O)OC1COC(n2ccc3cc([N+](=O)[O-])ccc32)C(OC(C)=O)C1OC(C)=O (stereo unspecified)	-22%	-3%	-3%
C=CCN1C(=O)C2(OCCCO2)c2ccccc21	-7%	8%	-9%
COc1ccc(C(C)=O)cc1COc1cccnc1[N+](=O)[O-]	u	-7%	5%
CC(C)(C)c1ccc(Cn2c(=O)cnc3ccccc32)cc1	16µM*	6%	12%
CCOC(=O)N1CCC(NC(=O)c2cc3c(=O)[nH]c4ccccc4c3n2C)CC1	-2%	3%	2%
CCOc1ccccc1CNC(=O)CC(C)n1ccc(C)n1 (stereo unspecified)	0%	3%	x
C/C=C/C1=CC(=O)C[C@H](c2ccc(OC)c(OC)c2)C1	u	-7%	x
O=C(O)CC1(c2ccc(F)cc2)C2CC3CC(C2)CC1C3 (stereo unspecified)	-8%	14%	-6%
O=[N+]([O-])c1ccc(Cl)cc1N1CCCCC1	u	10%	4%
CCOc1ccc2nc(SCC(=O)Nc3ccc(F)cc3)nc(-c3ccccc3)c2c1	-5%	0%	x
C=CCOc1ccc(Cl)cc1C(=O)O	-24%	0%	3%
Cn1c(CNc2cccc(C(F)(F)F)c2)n[nH]c1=S	u	-12%	-5%
COCCCN1C(=O)C(=O)/C(=C(/O)c2ccc(OC(C)C)cc2)C1c1cccnc1 (stereo unspecified)	5%	3%	-14%
COc1ccccc1CN(C)C(=O)C(NC(=O)Cc1cccc2ccccc12)C(C)C (stereo unspecified)	u	-8%	-1%
CC(=O)Nc1ccc(-c2csc(NC(=O)CCNC(=O)c3ccco3)n2)cc1	-26%	-9%	x
Cc1ccc(NC(=O)Cn2nc(C(F)(F)F)c3c2CCC3)cc1	u	8%	13%
COC(=O)c1sc(S(=O)(=O)NC(Cc2ccccc2)C(=O)O)c(C(=O)OC)c1C (stereo unspecified)	-17%	6%	x
CSc1nc(C)c2c(n1)N(c1cccc(C)c1)CC2	11%	-11%	-10%
COc1ccc(-n2c(C)cc(-c3cn4cccc(C)c4n3)c2C)cc1	u	-18%	-24%
C#CCSc1nccc(-c2nn(-c3ccc(C)cc3)ccc2=O)n1	u	13%	-5%
CCOC(=O)c1cccc(NC(=O)CC2C(=O)N(c3ccc(F)cc3)C(=O)N2Cc2cccc(OC)c2)c1 (stereo unspecified)	u	1%	x
C=CCn1c(CC(=O)OC)csc1=Nc1ccc(C(C)=O)cc1	-20%	-6%	-5%
NCC(=O)NCC(=O)OCc1ccccc1	-5%	4%	-4%
The results go on.
SMILES	DT40 TDP1 CPT	FEN1 inhibitor	N370S GC
CC1CCCCN1CCNC(=O)c1ccc2c(=O)n(Cc3ccc(Cl)cc3)c(=S)[nH]c2c1 (stereo unspecified)	u	14%	u
COc1cccc(/C=N/Nc2nnc(C)n2N)c1OCc1ccccc1Cl	u	-24%	-7%
COc1ccc(N(CC(=O)Nc2cccc(SC)c2)S(C)(=O)=O)cc1Cl	-23%	-20%	3%
CCOC(=O)C1=C(COC(=O)c2cc(OC)c(OC)c(OC)c2)NC(=O)NC1C (stereo unspecified)	-21%	-3%	u
COC(=O)COc1ccc(C2Nc3c(Cl)ccc(C(=O)O)c3C3C=CCC32)cc1 (stereo unspecified)	0%	u	-13%
Cc1cc(=O)[nH]c2c1c(-c1ccccc1)nn2C	2%	7%	2%
COCCn1nnnc1C(c1ccc(O)c(OC)c1)N1CCc2ccccc2C1 (stereo unspecified)	-20%	0%	2%
OCCC1CN(Cc2cccn2-c2ncccn2)CCN1CCc1ccccc1 (stereo unspecified)	1%	8%	2%
CCOc1ccc(S(=O)(=O)NC(C)C(=O)NC2CCCC2)cc1 (stereo unspecified)	-2%	2%	0%
Cc1cc(C)c(C)c(S(=O)(=O)Nc2ccc(C(=O)N3CCCC3)cc2)c1C	u	-3%	-9%
C[C@H]1O[C@@H](O[C@H]2CC[C@@]3(C)C(CC[C@]4(C)C3C=CC3=C5CC(C)(C)CC[C@]5(CO)[C@H](O)C[C@]34C)[C@]2(C)CO)[C@H](O)[C@@H](O[C@@H]2O[C@H](CO)[C@@H](O)[C@H](O)[C@H]2O)[C@H]1O (stereo partly specified)	-5%	-2%	x
O=C(CCc1ccccc1)NC1CCCc2ccccc21 (stereo unspecified)	u	5%	-11%
Cc1cc(=O)oc(C)c1C(=O)NCCC(C)C	-8%	-14%	-7%
CN(CC(=O)Nc1c(Cl)cccc1Cl)C(=O)c1cc2ccccc2cc1O	0%	1%	-4%
O=C(Nc1ccccc1C(F)(F)F)c1ccsc1	-7%	-12%	-11%
Cc1nc2cnc(Oc3cccc(Cl)c3)nc2n(C2CC2)c1=O	u	x	12%
